# CHO parental Ca: counter-screen: ATP calcium response change in parental CHO cells. parental CHO-K1, ATP-induced calcium, Fluo-8 fluorescence. inhibition, % at 5.6 µM. 330,000 tested, 0.63% active;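 active = inhibition above that plate's mean sample inhibition plus 3 SD, cut at about 26% in these data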;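 note: 0% = ATP-challenged DMSO wells and 100% = DMSO wells without ATP; some compounds past the cut are filed as inactive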
#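 Material: Parental CHO cells | Reagent: ATP | Compound dosing: Single nominal dose of 5.6 µM per compound | Detection: Intracellular calcium via Fluo-8 no-wash fluorescent dye | Read-out: % inhibition of ATP-induced calcium mobilization | Benchmarks: Low control ATP plus DMSO, high control DMSO only | Replicates: Singlicate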
# OXTR potentiate: human OXTR potentiation; CHO-OTR cells, Fluo-8 calcium fluorescence, potentiator mode; 0% = oxytocin EC15, 100% = EC100; activation, % at 3 µM; 320,000 tested, 0.061% active; P30559;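 active = activation above that plate's cutoff, the mean activation of tested compounds plus 3 SD, cut at about 6.6% in these data, passing the limit was not always enough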;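 note: 100% uses oxytocin at 75 nM as the full agonist control; some results filed as inactive read as strong as hits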
# Target sequence (P30559 whole entry, looked up): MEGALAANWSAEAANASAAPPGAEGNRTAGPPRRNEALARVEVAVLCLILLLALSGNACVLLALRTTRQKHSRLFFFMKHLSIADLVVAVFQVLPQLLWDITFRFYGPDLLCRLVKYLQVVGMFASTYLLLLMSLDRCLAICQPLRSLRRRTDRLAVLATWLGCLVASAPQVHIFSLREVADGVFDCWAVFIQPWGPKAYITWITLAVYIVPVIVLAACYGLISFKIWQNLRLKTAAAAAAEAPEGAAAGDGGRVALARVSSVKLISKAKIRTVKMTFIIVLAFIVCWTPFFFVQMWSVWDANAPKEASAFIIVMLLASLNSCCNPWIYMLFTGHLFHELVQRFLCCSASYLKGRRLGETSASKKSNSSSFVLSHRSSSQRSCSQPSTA
#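 Replication – single well per compound, singlicate · Assay system – CHO cell line stably expressing human OTR · Timing – 6 min pre-incubation, 100 s read · Measure – normalized max/min fluorescence ratio, % activation · Doses – 3.0 µM, one dose · Detection – Fluo-8 calcium dye fluorescence · Probe or stimulus – oxytocin near EC15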
# M1 PAM parental: nonselective activator or artifact in parental CHO-K1 calcium assay. ATP EC20, Fluo-8 calcium fluorescence; 0% at ATP EC20, 100% at ATP max. activation, % at 3 µM. 360,000 tested, 0.02% active;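 active = activation above the run cutoff, the mean activation of all test compounds plus 3 SD, cut at about 40% in these data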;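 note: peak over basal fluorescence ratio in a 140 s read after ATP addition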
# CHO-K1 Ca antag: counter-screen for M1 antagonists: effect in parental CHO-K1 cells; ATP-induced calcium, Fluo-8 fluorescence; inhibition, % at 3 µM; 360,000 tested, 0.6% active; AID 602250;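 active = inhibition above a per-plate cutoff, the plate's mean sample inhibition plus 3 SD, cut at about 24% in these data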;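 note: 0% = DMSO plus EC80 ATP and 100% = DMSO alone without ATP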
# TAAR1 antagonist: antagonists of human TAAR1; 360,000 tested, 1.5% active; inhibition, % at 3 µM; Q96RJ0; CHO RD-HGA16 TAAR1, Fluo-8 calcium fluorescence, antagonist;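 active = inhibition above a per-plate cutoff, the mean inhibition of test compounds on that plate plus 3 SD, cut at about 49% in these data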;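 note: 0% = DMSO plus EC80 beta-PEA response and 100% = DMSO alone without agonist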
#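 Material: CHO RD-HGA16 cells bearing hTAAR1; compound dosing: one-point dosing, 3 µM nominal final; schedule: dye loading 75 min at 37 °C, then 30 min room temperature; measured by: calcium fluorescence with Fluo-8; control set: vehicle and agonist controls; replication: n of 1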
# M1 antag: blocks human M1 muscarinic receptor | 360,000 tested, 1.3% active | CHO-K1 hM1, Fluo-8 calcium fluorescence, ACh EC80 antagonist | inhibition, % at 3 µM | P11229 | AID 588852;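 active = percent inhibition above its own plate's cutoff, namely the mean of that plate's compound wells plus 3 SD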;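 note: peak over basal fluorescence ratio during 140 s after agonist addition; 0% = ACh EC80 plus DMSO and 100% = DMSO alone without agonist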
# Target sequence (P11229 whole entry, looked up): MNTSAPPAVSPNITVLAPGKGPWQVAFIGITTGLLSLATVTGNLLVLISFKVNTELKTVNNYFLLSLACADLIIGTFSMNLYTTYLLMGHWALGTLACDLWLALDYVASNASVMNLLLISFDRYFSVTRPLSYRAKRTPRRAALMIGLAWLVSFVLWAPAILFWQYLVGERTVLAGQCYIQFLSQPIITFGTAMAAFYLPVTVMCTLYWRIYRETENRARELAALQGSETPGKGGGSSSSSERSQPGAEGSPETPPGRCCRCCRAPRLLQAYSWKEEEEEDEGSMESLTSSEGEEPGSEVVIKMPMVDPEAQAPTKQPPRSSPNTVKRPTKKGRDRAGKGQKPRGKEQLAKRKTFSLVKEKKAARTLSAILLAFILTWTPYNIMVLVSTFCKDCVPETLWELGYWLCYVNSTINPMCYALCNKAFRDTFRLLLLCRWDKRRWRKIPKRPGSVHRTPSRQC
# M1 ag parental: nonselective activator or artifact in parental CHO-K1 cells | AID 602248 | Fluo-8 calcium fluorescence; scaled to maximal ATP response, vehicle zero | activation, % at 3 µM | 360,000 tested, 0.48% active; in the data active = activation above about 15%;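 note: untransfected CHO-K1 host cells lacking M1 receptor as counterscreen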
# TAAR1 agonist: human TAAR1 agonism; Q96RJ0; CHO RD-HGA16 TAAR1, Fluo-8 calcium fluorescence; vehicle wells 0%, saturating PEA agonist 100%; activation, % at 3 µM; 360,000 tested, 0.99% active;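 active = activation above the mean activation of all test compounds in the run plus 3 SD, cut at about 38% in these data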
#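 Benchmarks: low control DMSO, high control PEA (EC100); System: CHO RD-HGA16 cells carrying human TAAR1 plus Gα16; Detection: Fluo-8 fluorescence, 5 s baseline then 140 s kinetic read; Schedule: 17-24 h plating, Fluo-8 75 min 37 °C, 30 min RT; Read-out basis: % activation from peak over basal fluorescence ratio, DMSO-to-PEA scaled.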
# M1 ag: agonists of human M1 muscarinic receptor | P11229 | 360,000 tested, 0.33% active | activation, % at 3 µM | CHO-K1 hM1, Fluo-8 calcium fluorescence, agonist mode; 0% DMSO, 100% acetylcholine EC100 | AID 588814;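 active = activation above the run's mean compound activation plus 3 SD, cut at about 16% in these data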;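 note: peak over basal fluorescence ratio within a 140 s kinetic read after compound addition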
# Starred values were filed as active, the others as inactive; · = no result given. The order is random. About 4.2% of those tested had a hit in this group.
SMILES,CHO parental Ca,OXTR potentiate,M1 PAM parental,CHO-K1 Ca antag,TAAR1 antagonist,M1 antag,M1 ag parental,TAAR1 agonist,M1 ag
NS(=O)(=O)c1ccc(NC(=O)COC(=O)c2ccc(S(=O)(=O)N3CCOCC3)cc2)cc1,9,-2,-13,-8,6,2,0.1,1,-6
CN(C)CCCNc1nc(-c2ccccc2)c2c(c1C#N)CC(C)(C)OC2,-7,-1,-1,-4,0,4,0.3,-4,-4
Cc1ccc2nc3c(cc(C(=O)NCc4ccco4)c(=N)n3Cc3ccco3)c(=O)n2c1,-11,-3,10,1,1,-8,-0.4,9,-14
CC(=O)c1ccc(N2CCN(C(=O)[C@H](C)NC(=O)c3ccccc3Cl)CC2)cc1,-2,-2,0,-15,9,-2,2.8,-3,-10
COc1ccc(-c2onc(C)c2-c2ccc3c(c2)OCCO3)c(O)c1,0,-27,17,-7,25,-3,7.5,6,13
COc1cc(C2CC(=O)Nc3c2c(=O)nc2c(C)cccn32)cc(OC)c1OC (stereo not drawn),6,0,-4,-4,-14,0,0.0,2,-4
CN(Cc1ccccc1)S(=O)(=O)c1ccc2[nH]c(=O)ccc2c1,4,-5,21,-8,-6,-13,0.9,9,-4
CC(C)c1ccccc1NC(=O)CNCCOc1ccccc1F,-20,-8,-13,-4,-2,-5,3.1,-1,-3
CC(C)C(NC(=O)c1ccco1)C(=O)OCc1cc([N+](=O)[O-])cc2c1OCOC2 (stereo not drawn),-5,-5,12,-2,-9,-4,1.6,-1,-8
O=C(C1CC(=O)N(c2ccc(F)cc2)C1)N1CCCCC1 (stereo not drawn),0,-6,0,-14,-7,1,1.0,0,-5
CC(C)=NNC(=O)CN1C(=O)NC2NC(=O)NC21 (stereo not drawn),11,-13,28,-9,-11,-2,1.7,2,-3
O=[N+]([O-])c1ccc(Oc2ccc(/C=N/O)cc2)nc1,-1,-14,10,-8,-6,-1,0.7,4,-10
Oc1ccc(-c2n[nH]c(C(F)(F)F)c2-c2ccccc2)c(O)c1,57*,-25,-4,28*,32,42*,7.6,7,-3
COc1cc(NC(=O)c2cccs2)ccc1NC(=O)c1ccccc1Cl,-13,-5,7,-11,11,-4,3.5,3,-4
COc1cc(C(=O)N/N=C/c2cc([N+](=O)[O-])cs2)cc(OC)c1OC,4,-1,22,-10,102*,-6,1.0,-4,-2
CCn1nc(NC(=O)C(C)C)c2cc3ccc(C)cc3nc21,-6,-4,10,-15,-9,-4,0.6,0,-3
CCOc1ccccc1C1NC(=O)CCC1[N+](=O)[O-] (stereo not drawn),0,-12,10,-2,-14,-10,0.8,4,1
S=C(Nc1ccc(Oc2ccccc2)cc1)NC1CCCCC1,-12,-14,-2,7,5,-8,6.1,12,1
NC(=O)CSc1nnc(Cc2csc(Nc3ccccc3)n2)n1Cc1ccccc1,-14,-7,12,-10,-11,-12,1.2,-1,-7
O=C(c1cc([N+](=O)[O-])cc([N+](=O)[O-])c1)N1CCOCC1,3,-8,12,1,15,-3,4.4,4,-7
CC1(C)CC(=O)C/C(=N\NC(=O)CCc2ccc(S(=O)(=O)N3CCOCC3)cc2)C1,-1,-10,-16,-3,-10,7,0.1,2,-2
CN(CC(=O)Nc1nccs1)S(=O)(=O)c1ccc(F)cc1,5,-2,0,-10,4,-36,0.6,1,-1
Cc1ccc(CNC(=O)c2ccc(N3CCc4ccccc43)c([N+](=O)[O-])c2)cc1,5,1,13,8,19,15,5.4,1,-8
Cc1ccc(C(=O)NCC(=O)N2CCCCCCC2)cc1C,-15,-7,14,-8,-2,-3,0.5,4,-2
N#Cc1cc2ccncc2c2ccccc12,·,·,-16,10,-22,-3,-0.7,2,-5

# Three entries from above, ordered by their value in TAAR1 antagonist, falling:
mol	TAAR1 antagonist	M1 antag	TAAR1 agonist
COc1ccc(-c2onc(C)c2-c2ccc3c(c2)OCCO3)c(O)c1	25	-3	6
O=[N+]([O-])c1ccc(Oc2ccc(/C=N/O)cc2)nc1	-6	-1	4
CC1(C)CC(=O)C/C(=N\NC(=O)CCc2ccc(S(=O)(=O)N3CCOCC3)cc2)C1	-10	7	2

# TAAR1 antagonist: hit marks shown above.
mol	TAAR1 antagonist	M1 antag	TAAR1 agonist
COc1cc(C(=O)N/N=C/c2cc([N+](=O)[O-])cs2)cc(OC)c1OC	102*	-6	-4

# Two entries drawn at random from those above, as already listed:
SMILES,CHO parental Ca,OXTR potentiate,M1 PAM parental,CHO-K1 Ca antag,TAAR1 antagonist,M1 antag,M1 ag parental,TAAR1 agonist,M1 ag
Cc1ccc2nc3c(cc(C(=O)NCc4ccco4)c(=N)n3Cc3ccco3)c(=O)n2c1,-11,-3,10,1,1,-8,-0.4,9,-14
CC(=O)c1ccc(N2CCN(C(=O)[C@H](C)NC(=O)c3ccccc3Cl)CC2)cc1,-2,-2,0,-15,9,-2,2.8,-3,-10

# Further records follow.
SMILES,CHO parental Ca,OXTR potentiate,M1 PAM parental,CHO-K1 Ca antag,TAAR1 antagonist,M1 antag,M1 ag parental,TAAR1 agonist,M1 ag
Cc1ccc(C(=O)CSc2nc(C)cc(=O)[nH]2)cc1,-13,-3,12,2,-10,-13,0.3,10,-2
O=C(C1=C[C@@H](C2CC2)C[C@@H](OCc2ccc(CO)cc2)O1)N1CCOCC1,-8,3,17,-17,-9,1,0.3,7,-3
CC1(C(=O)NCc2ccc(Cl)cc2)CCN1C(=O)Cc1cccc2ccccc12 (stereo not drawn),·,·,1,-2,-20,2,2.0,1,-6
COc1cc(/C=N/NC(=S)Nc2cccc(C(=O)O)c2)cc(OC)c1OC,-1,-4,1,2,-3,-3,-0.2,1,-4
CCN(CC)S(=O)(=O)c1cccc(C(=O)N2CC(O)CC2C(=O)O)c1 (stereo not drawn),-6,-6,19,-11,-9,-15,-0.5,11,-2
CCOC(=O)c1cnc(C(C)(C)C)[nH]c1=O,-15,-3,-4,7,10,6,0.2,3,-2
Cc1ccc(C2c3[nH]c4ccccc4c3C[C@H]3C(=O)N(c4ccccc4C(=O)NCCN4CCOCC4)C(=O)N23)cc1 (stereo partly drawn),-7,-1,-13,11,61*,3,2.4,10,-1
CS(=O)(=O)N1CCC(C(=O)Nc2ccc3c(c2)OCO3)CC1,1,-2,6,-16,-8,-10,0.9,0,-1
CCCN(Cc1nnc(-c2cccs2)o1)C(=O)c1cc(S(=O)(=O)N2CCOCC2)ccc1C,-17,-8,-1,-10,0,-7,1.4,4,-6
CN(C)c1nc(Nc2ccccc2)nc(Oc2ccc(=O)[nH]n2)n1,1,-13,17,-14,10,-18,0.3,4,-2
COc1ccccc1-n1c(SCC(=O)O)nnc1-c1ccc(S(=O)(=O)N2CCCCC2)cc1,0,-1,2,-2,18,-4,0.2,3,-2
O=C(CCOc1ccccc1)OCC(=O)c1cc2ccccc2o1,-2,-7,27,-12,-6,-10,0.7,3,-4
Cc1ccc(NC(=O)c2ccc(OC(=O)c3cc4ccccc4o3)cc2)cc1,-11,-13,16,-6,-2,-5,0.3,3,-2
CC1CCCCN1C(=S)Nc1ccc(S(=O)(=O)N2CCCCC2)cc1 (stereo not drawn),·,·,-1,4,11,-17,-0.4,13,-1
Cc1ccn2c(CNCCn3nc(C)cc3C)c(C(=O)N3CCCCCC3)nc2c1,-27,5,-2,-4,-19,2,0.3,12,-7
CCN(C(=O)COC(=O)c1[nH]c(C)c(C(C)=O)c1C)C1CCS(=O)(=O)C1 (stereo not drawn),3,0,12,-3,-10,5,1.0,6,-4
CCN1C(=O)[C@H]2[C@@H](c3ccc(-c4ccccc4)c(OC)c3)N[C@@](Cc3ccccc3)(C(=O)OC)[C@H]2C1=O,-14,2,9,-11,2,-7,0.4,3,-1
CCCCOC(=O)c1ccc(NC(=O)c2c(Cl)ccc(Cl)c2OC)cc1,-9,-8,-7,4,35,9,7.8,3,-9
CC(=O)Nc1ccc(SCC(=O)Nc2cc(C(C)(C)C)nn2-c2ccccc2)cc1,-16,-6,16,-4,-7,-14,2.7,7,-3
COc1ccccc1NC(=O)CSc1ccc(-c2ccc(-n3cccn3)cc2)nn1,-32,-6,-2,-11,22,-8,1.0,4,-1
Cc1nc2c(OCc3ccccc3)cccn2c1N(C)C(=O)C1CCCCC1,·,·,-11,3,-6,10,0.3,2,-9
CCN(C(=O)COC(=O)C12CC3CC(CC(O)(C3)C1)C2)c1c(N)n(Cc2ccccc2)c(=O)[nH]c1=O,·,·,9,-5,4,0,0.4,8,-3
O=c1cc(CN2CCN(c3ccccc3)CC2)nc2scc(-c3ccccc3)n12,-11,-1,3,-13,-6,-6,1.6,-1,-7
CCCCN(C)C(=O)CSc1nc(NCc2ccc(OC)cc2)c2ccccc2n1,-19,-6,-10,-30,0,3,-0.2,2,-15
CCn1c(CCNC(=O)c2cccs2)nnc1SCC(=O)c1ccc(OC)cc1,-14,-3,27,-39,-13,-4,0.8,4,-5
O=C(COC(=O)C1C2CC3OC(=O)C1C3C2)Nc1ccc(Br)cc1 (stereo not drawn),-5,2,8,-3,5,-11,0.7,24,-3
CCOc1ccc(-c2cccc(NC(=O)c3ccc(Br)o3)c2)nn1,-24,3,-23,1,24,23,1.6,9,-3
CCOC(=O)c1c(NC(=O)CNCCO)sc(C)c1C,-16,-7,-8,16,-4,-36,-0.5,12,0
CSc1ncnc2c1ncn2CCCNCCc1ccccn1,·,·,26,-19,-4,-11,0.1,69*,-8

# Quoted from the listing.
# For M1 antag, CCOC(=O)c1c(NC(=O)CNCCO)sc(C)c1C has -36
# For TAAR1 antagonist, O=C(C1=C[C@@H](C2CC2)C[C@@H](OCc2ccc(CO)cc2)O1)N1CCOCC1 has -9
